# BLM inh – blocks DNA unwinding by human BLM helicase. P54132. recombinant BLM DNA unwinding, fluorescence dequenching. Potency, µM (highest dose often 56.1 µM), inactives show top-dose activity change, negative = inhibition, most hits filed as inhibitors. 350,000 compounds, 0.2% hits. AID 2528;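 note: potency is the fitted concentration of half-maximal effect; plate controls were vehicle for no effect and no enzyme for full effect; nearly all actives have a fitted effect of over 35% in size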
# POLB inh – blocks human DNA polymerase beta activity. P06746. Potency, µM (titrated, usually from 114 µM), inactives show at the highest dose activity change, negative = inhibition, actives largely listed as inhibitors. 340,000 compounds, 1.3% hits. Pol beta primer extension/strand displacement, fluorescence kinetic; note: potency is the fitted concentration of half-maximal effect; % is set by controls: 0 for no effect and ±100 for the full control effect
#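 Curves were derived by four-parameter Hill fits of normalized qHTS data. The kinetic fluorescent primer-extension read was taken at 0 and 10 min after 50 nM substrate, following a 15 min room-temperature preincubation of 10 nM enzyme with compounds.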
# Glioma ERSR ind – induces the endoplasmic reticulum stress response in human glioma cells; Potency, µM, without a hit: at the highest dose activation, hits mostly activators; AID 602332; U87-MG GRP78 promoter luciferase reporter, 16 h; 420,000 compounds, 0.02% hits; note: potency is the fitted concentration of half-maximal effect; series mostly up to about 76 µM; % of control where 0% means no effect; nearly all actives have a fitted effect of over 35% in size
#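 Stably transfected U87-MG glioma cells carrying a GRP78-based luciferase sensor; 16 h compound incubation. Luminescence end-point read 10 min after Bright-Glo addition at room temperature.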
# Anesthetic bind – candidate novel general anesthetic via apoferritin binding | Potency, µM (doses to about 77.5 µM), for inactives: at the top dose activity change, negative = displacement, actives largely listed as inhibitors | apoferritin/1-aminoanthracene competitive binding, fluorescence | 350,000 compounds, 0.074% hits | P02791; note: potency is the fitted concentration of half-maximal effect; % is set by controls: 0 for no effect and ±100 for the full control effect; nearly all actives have a fitted effect of over 20% in size
#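 10 uM apoferritin + 50% sat. 1-AMA, PBS; cpd 10 min RT; Ex380/Em535 endpoint; normalized to free probe vs complex; 4-param Hill fit; propofol titration as pos. ctrl.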
# Pol kappa inh – blocks human DNA polymerase kappa activity; Q9UBT6; purified Pol kappa, fluorescent DNA synthesis assay, 10 min; Potency, µM (series often up to 107 µM), inactives show at the top dose activity, negative = inhibition, hits mostly inhibitors; 400,000 compounds, 0.53% hits; note: potency is the fitted concentration of half-maximal effect; % is set by controls: 0 for no effect and ±100 for the full control effect
#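 Inhibition of 10 nM Pol kappa is measured by a fluorescent read-out at 0 and 10 min following addition of 50 nM substrate (final), with a 15-min room-temperature compound preincubation.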
# APE1 inh – APE1 (human) endonuclease inhibition | P27695 | recombinant APE1, TAMRA/BHQ-2 abasic DNA cleavage fluorescence | Potency, µM (highest dose often 65.8 µM), for inactives: top-dose activity change, negative = inhibition, hits mostly inhibitors | 350,000 compounds, 0.35% hits | AID 2517;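 note: potency is the fitted concentration of half-maximal effect; plate controls were vehicle for no effect and reference inhibitor for full effect; nearly all actives have a fitted effect of over 55% in size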
# Target sequence (P27695 whole entry, looked up): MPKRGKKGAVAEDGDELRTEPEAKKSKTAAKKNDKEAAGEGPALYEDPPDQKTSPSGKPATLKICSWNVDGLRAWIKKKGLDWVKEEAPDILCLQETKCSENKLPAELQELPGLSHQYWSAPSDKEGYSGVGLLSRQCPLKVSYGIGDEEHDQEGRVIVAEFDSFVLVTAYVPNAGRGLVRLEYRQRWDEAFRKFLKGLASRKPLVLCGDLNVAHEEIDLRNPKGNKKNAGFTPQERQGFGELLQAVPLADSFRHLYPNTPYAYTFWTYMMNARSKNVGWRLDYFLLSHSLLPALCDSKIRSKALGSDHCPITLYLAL
#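 APE1 at 0.75 nM preincubated 15 min at room temperature with compound. Reaction then started with 50 nM double-stranded THF-abasic substrate labelled with TAMRA/BHQ-2, and 525/598 nm fluorescence read kinetically. Activity taken as third-minus-first read difference, normalized to DMSO and NSC13755 controls.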
# Pol iota inh – DNA polymerase iota (human) inhibition; Q9UNA4; Pol iota fluorescent replication assay, 10 min; Potency, µM (titrated, usually from 115 µM), for the others: top-dose activity, negative = inhibition, actives largely listed as inhibitors; 390,000 compounds, 1% hits; AID 588590; note: potency is the fitted concentration of half-maximal effect
#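 Fluorescent replication assay read twice, at 0 min and 10 min after adding 50 nM (final) substrate. Enzyme (10 nM) and compounds were first incubated 15 min at room temperature; enzyme-free buffer wells were negative controls.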
# POLH inh – blocks human DNA polymerase eta activity. Q9Y253. recombinant Pol eta, fluorescent DNA replication assay. Potency, µM (doses to about 114 µM), for inactives: at the highest dose activity change, negative = inhibition, actives largely listed as inhibitors. 390,000 compounds, 1.2% hits. AID 588591; note: potency is the fitted concentration of half-maximal effect; % is set by controls: 0 for no effect and ±100 for the full control effect
# Target sequence (Q9Y253 whole entry, looked up): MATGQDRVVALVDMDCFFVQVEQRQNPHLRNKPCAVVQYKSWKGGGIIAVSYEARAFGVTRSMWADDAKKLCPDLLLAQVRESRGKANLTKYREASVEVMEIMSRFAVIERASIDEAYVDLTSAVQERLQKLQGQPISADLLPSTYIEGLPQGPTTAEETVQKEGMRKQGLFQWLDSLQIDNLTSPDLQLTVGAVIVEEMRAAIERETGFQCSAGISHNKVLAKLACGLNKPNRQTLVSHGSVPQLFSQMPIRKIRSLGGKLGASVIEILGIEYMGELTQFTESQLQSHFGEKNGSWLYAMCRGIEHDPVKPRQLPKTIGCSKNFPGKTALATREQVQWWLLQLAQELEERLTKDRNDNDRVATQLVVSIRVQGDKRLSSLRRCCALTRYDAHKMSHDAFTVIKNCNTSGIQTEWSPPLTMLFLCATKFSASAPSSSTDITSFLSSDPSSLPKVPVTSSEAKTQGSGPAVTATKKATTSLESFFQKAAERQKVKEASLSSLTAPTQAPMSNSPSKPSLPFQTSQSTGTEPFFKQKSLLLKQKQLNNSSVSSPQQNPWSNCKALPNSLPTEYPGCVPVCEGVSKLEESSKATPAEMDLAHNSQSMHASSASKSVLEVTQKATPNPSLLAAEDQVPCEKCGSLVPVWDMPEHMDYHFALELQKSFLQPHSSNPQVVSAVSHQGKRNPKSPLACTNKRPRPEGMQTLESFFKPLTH
#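 Pol eta at 10 nM preincubated with compounds 15 min at room temperature; reaction started with fluorescent substrate (50 nM final) and read kinetically at 0 and 10 min.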
# LDHA inh – blocks human lactate dehydrogenase A | purified LDHA, NADH/diaphorase-resazurin fluorescence; active compounds read low | 480,000 compounds, 0.15% hits | P00338 | activity change, % (values are at about 110 or 230 µM); in the data active = activity change below about -30%; inconclusive = mostly about -25% to -30%;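 note: plate controls were DMSO wells for no effect and wells without enzyme for full effect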
#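 Enzyme activity of human lactate dehydrogenase 5 (2 nM; 0.06 mM NADH, 0.2 mM pyruvate, 5 min, RT) is measured via a resazurin/diaphorase fluorescence readout of residual NADH.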
# Starred values were filed as active, the others as inactive; ? = inconclusive; . = not tested or not shown; & = joins results of further samples; [ ] = remark or other dose. Unless noted, calls come from the whole dose curve; as a rule, active = well fitted curve in the direction sought with a large enough effect; inconclusive = small, poorly fitted or top-dose-only effect, or another doubt; inactive = no such curve, though single readings can be large; an effect the other way counts as inactive or inconclusive. Only part of the results is shown; rates above refer to the full screens.
structure	BLM inh	POLB inh	Glioma ERSR ind	Anesthetic bind	Pol kappa inh	APE1 inh	Pol iota inh	POLH inh	LDHA inh
Cc1cccc(NC(=O)C(C)Sc2nnc(-c3cccnc3)o2)c1 (stereo unspecified)	.	.	7%	.	-7%	16%	?	-18%	-2
Cc1c(C(=O)OCC2CCCCC2)[nH]c2c1C(=O)CC(c1ccc(Cl)cc1)C2 (stereo unspecified)	-1%	5%	-4%	1%	-14%	.	-4%	8%	-2
CC1CC(=O)C=C(O)C1C(=O)OC(C)(C)C (stereo unspecified)	-1%	-1%	1%	-17%	-1%	-3%	-3%	-15%	-11
C=CCNC(=S)NNC(=O)COc1ccc2cc(Br)ccc2c1	0%	-26%	1%	-17%	-15%	-8%	82%[activator]	12%	-4
CC(=O)N(C)c1ccc(NC(=O)CCN2C(=O)c3ccccc3C2=O)cc1	0%	33%[activator]	0%	-3%	1%	9%	21%	-14%	-2
CCOC(=O)N1CCC(NC(=O)c2cc3c(-c4ccc(OC)c(OC)c4)nn(C)c3s2)CC1	-4%	-3%	-3%	-4%	-7%	-1%	17%	-7%	-3
COC(=O)CCC(=O)OC1(C)C(=O)C2=CN(Cc3ccc4c(c3)OCO4)C(c3ccc(OC)cc3)=CC2=C(Br)C1=O (stereo unspecified)	-6%[12.4 µM]	.	2%	.	-22%	11%[12.4 µM]	?	-11%	10
O=C(Nc1ccc2c(c1)OCO2)c1ccc(NC2CC2)c([N+](=O)[O-])c1	-3%	3%	0%	-20%	-5%	2%	22%	-19%	1
CC(C)CCNC(=O)c1onc(CSc2nc3ccccc3[nH]2)c1C(=O)NCCC(C)C	-8%	13%	-3%	-10%	1%	-18%	?	-20%	-1
Cc1cc2cc(CCNS(=O)(=O)c3ccc(F)cc3)c(=O)[nH]c2cc1C	0%	19%	-2%	-4%	-15%	30%	11%	-14%	-6
NS(=O)(=O)c1ccc(N/N=C/C=C/c2ccccc2[N+](=O)[O-])cc1	-6%	15%	7%	?	3%	21%	32%[activator]	-28%	2
CC(=O)Cc1nsc(Nc2ccc(Cl)cc2)n1	1%	0%	-2%	-18%	-35%	0%	63%[activator]	-13%	-7
N#C/C(=C/c1cc(Cl)c(O)c(Cl)c1)C(=O)N1CCCCC1	-3%	8%	-1%	-22%	-10%	-4%	78%[activator]	-5%	-9
O=C(Cn1nc(C(F)(F)F)c2c1CCCC2)Nc1ccc(Cl)cc1	-7%	9%	2%	-14%	2%	.	27%	-25%	0
O=C(NCCSc1ncc(-c2ccc(F)cc2)[nH]1)c1ccco1	.	.	0%	.	1%	-8%	42%[activator]	-12%	-1
O=C1C[C@@H]2c3c(cccc3CN1Cc1ccccc1Cl)C[C@@H](O)[C@H]2O	.	.	0%	.	0%	.	65%[activator]	-17%	-1
COC(=O)c1ccc(NC(=O)Nc2nnc(N(C)C3CCCCC3)s2)cc1	-1%	-14%	-4%	0%	-21%	.	42%[activator]	-16%	-11
Cc1cc(C)c(/C=C(\C#N)S(=O)(=O)c2ccccc2)[nH]1	1%	-15%	-8%	3%	-13%	-3%	42%[activator]	?	-5
O=C(CCl)NNC(=O)c1c(O)c2ccccc2[nH]c1=O	3%	-18%	?	-2%	-2%	2%	-2%	-21%	8
CCCC(=O)Nc1cc(-c2nc3ncccc3o2)ccc1Cl	-4%	26%	-1%	-4%	-13%	53%[activator]	26%	2%	-6
Cc1ccc(S(=O)(=O)Nc2cc(C)c(O)c(Sc3n[nH]c(C)n3)c2)cc1	-2%	28%	-8%	-19%	-5%	17%	59%[activator]	-4%	14
NNC(=O)c1ccncc1	-5%	29%	2%&0%&-2%&-4%&2%	1%	-3%	14%	7%	-2%	-4
CC(C)(C)C(=O)NC(CC(=O)O)c1ccccc1 (stereo unspecified)	0%	22%	-3%	-5%	11%	-2%	17%	-24%	-3
O=C1c2cccnc2C(Nc2ccc(Cl)cc2)N1Cc1cccs1 (stereo unspecified)	-14%	21%	-7%	-9%	-7%	6%	-20%	-2%	-10
c1ccc(CCc2nc(-c3ccccn3)no2)cc1	-2%	1%	2%	8%	-5%	2%	24%	4%	-2
CCOc1ccccc1CNS(=O)(=O)c1cc(-c2cc(C)no2)ccc1C	-7%	3%	-4%	35%[activator]	2%	29%	13%	-23%	-3
COc1nccnc1NS(=O)(=O)c1ccc(NS(=O)(=O)c2ccc(NC(C)=O)cc2)cc1	-3%	0%	-4%	-4%	-9%	4%	-14%	-3%	-2
O=C(NCCc1csc(-c2cccc(F)c2)n1)C(=O)Nc1cc(F)ccc1F	2%	-23%	-5%	-14%	-8%[60.1 µM]	.	?	-8%	-2
O=C(Cn1c(-c2ccccc2)noc1=O)NCc1ccccc1	-3%	-14%	-2%	0%	-4%	-1%	25%	-12%	-1
Cc1ccc2cccc(NC(=O)c3cccc4c(Br)cccc34)c2n1	-1%	-2%	-4%	31%[activator]	13%	.	26%	-8%	4

# Sorted by value in Glioma ERSR ind (high to low): three from the list above.
Compound,BLM inh,Glioma ERSR ind,Pol kappa inh,Pol iota inh,POLH inh,LDHA inh
N#C/C(=C/c1cc(Cl)c(O)c(Cl)c1)C(=O)N1CCCCC1,-3%,-1%,-10%,78%[activator],-5%,-9
O=C(Cn1c(-c2ccccc2)noc1=O)NCc1ccccc1,-3%,-2%,-4%,25%,-12%,-1
O=C(NCCc1csc(-c2cccc(F)c2)n1)C(=O)Nc1cc(F)ccc1F,2%,-5%,-8%[60.1 µM],?,-8%,-2

# Following part:
structure	BLM inh	POLB inh	Glioma ERSR ind	Anesthetic bind	Pol kappa inh	APE1 inh	Pol iota inh	POLH inh	LDHA inh
O=c1c2nccnc2[nH]c(=S)n1Cc1ccccc1	-6%	3%	-3%	-10%	4%	-6%	-6%	-13%	1
Cc1ccc(NS(=O)(=O)c2cccc(C(=O)NCCCn3ccnc3)c2)cc1	.	.	-2%	.	-6%	-10%	16%	-5%	-1
Cc1c(/C=N/O)c2ccccn2c1C(=O)c1ccc(F)cc1	0%	-4%	-6%	-1%	-14%	-11%	110%[activator]	-5%	-5
COC(=O)c1ccccc1S(=O)(=O)N1CCC(c2nc3ccccc3o2)CC1	-2%	-34%	-5%	?	-6%	-1%	9%	-21%	-4
O=C(NC12CC3CC(CC(C3)C1)C2)N1CCC(O)(c2ccc3c(c2)OCO3)CC1	0%	5%	-3%	2%	-7%	?	-11%	4%	-11
COc1ccccc1OCC(=O)Nc1c2c(nn1-c1ccccc1)CS(=O)(=O)C2	-3%	-5%	-2%	-5%	-23%	1%	-3%	-4%	-1
CC(C)c1nnc(NC(=O)CCC(=O)N2CCN(C3c4ccccc4-c4ccccc43)CC2)s1	2%	-2%	-5%	-3%	-1%	1%	10%	-7%	-3
Cc1ccc(S(=O)(=O)Cn2nnnc2CN2CCN(Cc3ccc4c(c3)OCO4)CC2)cc1	2%	34%	-3%	-13%	-2%	0%	17%	-9%	-15
CCOc1ccccc1CN(CCc1ccc2c(c1)OCO2)Cc1cccc(OC)c1OC	1%	-21%	-4%	24%	1%	.	-7%	-16%	-23
Nc1nc(Nc2ccccc2)nc2c1ncn2[C@@H]1O[C@H](CO)[C@H](O)[C@H]1O	.	20%[57.1 µM]	.	.	.	10%	5%[58.9 µM]	-5%[57.1 µM]	.
COC(=O)C1C(=O)CC(C)(O)C(C(=O)OC)C1c1ccccc1F (stereo unspecified)	2%	7%	-5%	-11%	-10%	-2%	3%	3%	-3
COC(=O)C1(C)NC(c2ccc(O)cc2)C2C(=O)N(c3ccc4c(c3)OCCO4)C(=O)C21 (stereo unspecified)	-1%	-1%	-6%	-19%	-6%	-1%	-5%	-9%	-1
C=CCNC(=O)COc1cc(C)cc(C)c1C	0%	-1%	-4%	-8%	-1%	-1%	25%	-12%	-7
O=C(NNS(=O)(=O)c1ccc(F)cc1)c1cc2ccccc2cc1O	-7%	0%	-1%	-7%	5%	16%	6%	-17%	25
COc1ccc(C2=CC(c3ccco3)n3ncnc3N2)cc1 (stereo unspecified)	-12%	?	-2%	612%[activator]	-8%	-1%	52%[activator]	4%	3
O=c1cc(-c2ccccc2O)oc2ccc3ccccc3c12	-8%	.	-12%	.	-6%[19.4 µM]	-2%	.	.	.
COc1ccccc1C1NC(=O)NC(C)=C1C(=O)OC1CCCC(C)C1 (stereo unspecified)	-3%	-13%	-2%	-23%	-3%	11%	-7%	-5%	-9
CCN1CCN(C(=O)C2(NC(=O)Nc3cccc(F)c3)CCCCC2)CC1	3%	0%	3%	-3%	-8%	8%	5%	0%	-7
COc1ccc(-c2noc(CCCC(=O)Nc3cccnc3)n2)cc1OC	1%	-2%	-2%	2%	-2%	-1%	43%[activator]	-16%	-2
CC(=O)OCC1OC(Nc2cccc(C)c2)C(OC(C)=O)C(OC(C)=O)C1OC(C)=O (stereo unspecified)	-2%	-1%	-4%	15%	-6%	5%	-8%	-13%	-5
C=CCNC(=S)NNC(=O)c1ccc(OCCC)cc1	5%	22%	10%	-1%	3%	1%	9%	-10%	-3
C/C(=N/NC(=O)c1ccc(O)cc1)c1cccc([N+](=O)[O-])c1	-4%	-30%	1%	-3%	0%	2%	103%[activator]	-17%	4

# Record cards, from the list above. Order of screens: BLM inh, POLB inh, Glioma ERSR ind, Anesthetic bind, Pol kappa inh, APE1 inh, Pol iota inh, POLH inh, LDHA inh
# Record of Nc1nc(Nc2ccccc2)nc2c1ncn2[C@@H]1O[C@H](CO)[C@H](O)[C@H]1O : ., 20%[57.1 µM], ., ., ., 10%, 5%[58.9 µM], -5%[57.1 µM], .
# Record of O=c1cc(-c2ccccc2O)oc2ccc3ccccc3c12 : -8%, ., -12%, ., -6%[19.4 µM], -2%, ., ., .
# Record of COC(=O)C1(C)NC(c2ccc(O)cc2)C2C(=O)N(c3ccc4c(c3)OCCO4)C(=O)C21 (stereo unspecified) : -1%, -1%, -6%, -19%, -6%, -1%, -5%, -9%, -1
# Record of Cc1c(/C=N/O)c2ccccn2c1C(=O)c1ccc(F)cc1 : 0%, -4%, -6%, -1%, -14%, -11%, 110%[activator], -5%, -5

# Source: PubChem
